Bioassay records: PubChem, National Center for Advancing Translational Sciences (NCATS)
FUS suppressor = suppressors of FUS proteinopathy in yeast; S. cerevisiae FUS-expressing, growth rescue, OD600, 24 h; Potency, µM (highest dose often 76.6 µM), for inactives: at the top dose growth rescue (activation), actives largely listed as activators; hit rate 0.24% among 390,000; AID 1347120;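 further: plate controls were DMSO vehicle for no effect and reference control for full effect; nearly all actives have a fitted effect of over 55% in size; some results filed as inactive show a strong effect at the top dose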
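Quantitative HTS measuring growth restoration of FUS-toxic yeast. Galactose-induced cells (OD 0.005) were exposed 24hr at 30C to compounds at several concentrations, then absorbance at 600 nm was recorded.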
PTHR1 ag = agonists of human PTHR1 parathyroid hormone receptor; HEK293 GP2 PTHR1 cells, GloSensor cAMP luminescence, 1 h; Potency, µM (series often up to 115 µM), for inactives: top-dose activation, most hits filed as activators; hit rate 0.075% among 410,000; AID 743266; further: nearly all actives have a fitted effect of over 55% in size; some results filed as inactive show a strong effect at the top dose; inactives centre near -15; many of its hits are not listed in these tables
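HEK-293-derived GP2 cells expressing PTHR1 and a GloSensor cAMP reporter, 3,000/well, plated overnight, given luciferin plus IBMX (each 0.5 mM as added) for 1 h at 37 °C, then compound for 1 h at 37 °C. Luminescence was read after 15 min at room temperature.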
EPAC1 antagonist = blocks human EPAC1 exchange factor; Potency, µM (top dose mostly 115 µM), without a hit: top-dose activity change, negative = inhibition, most hits filed as inhibitors; hit rate 0.14% among 360,000; EPAC1 GEF assay, Rap1b-BODIPY-GDP exchange fluorescence;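 further: plate controls were vehicle for no effect and positive control for full effect; nearly all actives have a fitted effect of over 50% in size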
Target sequence (O95398 whole entry, looked up): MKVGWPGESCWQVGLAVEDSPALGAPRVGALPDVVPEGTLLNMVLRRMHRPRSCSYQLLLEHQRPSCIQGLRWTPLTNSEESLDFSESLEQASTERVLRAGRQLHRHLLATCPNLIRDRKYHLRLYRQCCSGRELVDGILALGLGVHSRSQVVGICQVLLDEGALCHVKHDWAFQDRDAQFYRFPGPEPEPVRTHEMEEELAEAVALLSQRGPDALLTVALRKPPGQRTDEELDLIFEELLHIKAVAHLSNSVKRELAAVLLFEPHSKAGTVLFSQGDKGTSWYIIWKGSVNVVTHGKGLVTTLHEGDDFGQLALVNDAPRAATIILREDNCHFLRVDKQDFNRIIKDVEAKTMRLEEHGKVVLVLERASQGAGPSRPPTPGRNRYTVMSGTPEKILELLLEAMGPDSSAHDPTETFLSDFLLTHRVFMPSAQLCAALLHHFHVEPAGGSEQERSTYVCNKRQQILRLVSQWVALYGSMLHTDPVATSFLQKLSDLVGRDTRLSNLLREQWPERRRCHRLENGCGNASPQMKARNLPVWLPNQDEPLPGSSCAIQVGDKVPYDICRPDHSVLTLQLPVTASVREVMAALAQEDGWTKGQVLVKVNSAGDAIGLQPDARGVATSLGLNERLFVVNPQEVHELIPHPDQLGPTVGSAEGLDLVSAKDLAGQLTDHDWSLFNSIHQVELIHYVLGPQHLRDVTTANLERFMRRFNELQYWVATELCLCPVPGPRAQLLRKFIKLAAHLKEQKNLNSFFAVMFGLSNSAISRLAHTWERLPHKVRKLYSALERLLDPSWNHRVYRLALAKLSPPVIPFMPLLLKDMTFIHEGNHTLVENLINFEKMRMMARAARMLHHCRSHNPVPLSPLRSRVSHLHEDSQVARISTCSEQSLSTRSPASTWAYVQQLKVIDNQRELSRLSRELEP
aSyn rescue = rescues yeast growth from alpha-synuclein toxicity; Yeast expressing alpha-synuclein, growth rescue, BacTiter-Glo, 24 h; Potency, µM (doses to about 46.1 µM), for inactives: at the top dose growth rescue (activation), actives largely listed as activators; hit rate 0.14% among 370,000; AID 652106; further: % of control where 0% means no effect; nearly all actives have a fitted effect of over 65% in size
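Rescue of yeast growth: cells expressing toxic alpha-synuclein, induced in galactose at OD600 0.02, incubated with compound 24 h at 30 C. ATP luminescence quantified growth; inhibitors of toxicity appear as activators.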
EPAC2 antag = blocks human EPAC2 exchange factor | Q8WZA2 | EPAC2 GEF exchange of Rap1B-BODIPY-GDP, fluorescence | Potency, µM (highest dose often 114 µM), without a hit: top-dose activity, negative = inhibition, actives largely listed as inhibitors | hit rate 0.18% among 360,000; further: on the % scale 0 is the no-effect control and ±100 the full control effect; nearly all actives have a fitted effect of over 45% in size; many of its hits are not listed in these tables
EPAC1 ag = agonists of human EPAC1; AID 720707; EPAC1 agonist qHTS, biochemical assay; response scale: 100% = response to 6.5 mM cAMP; Potency, µM (top dose mostly 154 µM), for the others: at the top dose activation, most hits filed as activators; hit rate 0.073% among 360,000; further: nearly all actives have a fitted effect of over 60% in size
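Nucleotide exchange assay: 100 nM EPAC1 with 250 nM Rap1B loaded with BODIPY-GDP and 50 uM GDP, room temperature. Fluorescence (480/540 nm) read every 5 min for 30 min; signal change normalized to 6.5 mM cAMP as full agonist.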
TDP-43 yeast inh = rescues yeast growth from TDP-43 toxicity | TDP-43 expressing yeast growth rescue, BacTiter-Glo, 24 h | Potency, µM (top dose mostly 46.1 µM), inactives show at the highest dose growth rescue (activation), most hits filed as activators | hit rate 1.8% among 410,000; further: % of control where 0% means no effect; nearly all actives have a fitted effect of over 50% in size
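Cell-based yeast growth screen: TDP-43 expression induced in galactose, inoculum OD600=0.02 after raffinose pregrowth to mid-log. Read-out BacTiter-Glo luminescence at 24 hr, 30 deg C; inhibition of toxicity seen as signal increase.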
EPAC2 ag = EPAC2 (human) agonism. Q8WZA2. EPAC2 activation, biochemical qHTS; response scale: 100% = 6.5 mM cAMP response. Potency, µM (top dose mostly 154 µM), inactives show at the highest dose activation, hits mostly activators. hit rate 0.079% among 360,000; further: nearly all actives have a fitted effect of over 50% in size
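Fluorescence exchange assay: 100 nM EPAC2 with 250 nM RAP1B-BODIPY-GDP and 50 uM GDP; compounds tested as a concentration-titration series (qHTS). Loss of Rap1-bound BODIPY-GDP fluorescence read at 480/540 nm; data normalized to 6.5 mM cAMP.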
* hit, by the source's call; i = inactive; ? = inconclusive; . = no result given; [ ] = remark or other dose. The call rests on the fitted dose curve; in most records, active means well fitted curve in the direction sought with a large enough effect; inconclusive means small, poorly fitted or top-dose-only effect, or another doubt; inactive means no such curve, though single readings can be large; an effect the other way counts as inactive or inconclusive. Potency means the concentration at half of the fitted maximal effect. A portion of the library; count on the stated rates, not on these rows.

SMILES | FUS suppressor | PTHR1 ag | EPAC1 antagonist | aSyn rescue | EPAC2 antag | EPAC1 ag | TDP-43 yeast inh | EPAC2 ag
CCOC(=O)c1sc2ncnc(N3CCN(c4ccc(OC)cc4)CC3)c2c1C | -12% | i | -1% | -22% | -3% | 9% | -10% | 18%
CCc1cccc2c(C(=O)COC(=O)c3ccccc3)c[nH]c12 | 0% | -80%[inhibitor] | 2% | 5% | 8% | -28% | 0% | -8%
COc1cccc(CNC(C)C(=O)Nc2ccc3c(c2)OCCO3)c1 (centres undefined) | 9% | i | -4% | 2% | -1% | 10% | 20% | 6%
O=C(/C=C/c1ccccn1)c1cc(Br)ccc1O | -11% | -23% | -5% | 22% | -22% | 9% | -89%[inhibitor] | 11%
CN(c1ccc(C(=O)N2CCc3ccccc3C2)cc1)S(C)(=O)=O | -7% | -14% | -1% | 0% | 11% | 6% | 12% | 7%
COc1ccc2[nH]c3c(=O)n(Cc4ccc(C(=O)N5CCCCCC5)cc4)c(=S)[nH]c3c2c1 | 19% | i | -4% | 4% | 8% | -13% | 3% | -4%
CC(C)(C)c1ccc(/C=C/C(=O)Nc2nncs2)cc1 | -19% | -34%[inhibitor] | -1% | -6% | 3% | 3% | 15% | -7%
Cc1nc(-c2cc(C#N)c(Sc3cccc(C(F)(F)F)c3)nc2C)cs1 | -3% | -39%[inhibitor] | -22% | -8% | -2% | -7% | 4% | 4%
O=C(CCc1ccc(S(=O)(=O)NCCc2ccccc2)cc1)Nc1ccc2c(c1)OCCO2 | . | -20% | -8% | 0% | 5% | 3% | 0% | 10%
COc1ccc(N2CCN(C(=O)COC(=O)c3oc4ccc(OC)cc4c3C)CC2)cc1 | 20% | i | 10% | 1% | 2% | -1% | -4% | -6%
CCOC(=O)c1cc(N2CCCCC2)nc2ccccc12 | . | i | -17% | -1% | -8% | 4% | 12% | 6%
COc1ccc(OC)c(CCNC(=O)CCc2nnc3ccc(N4CCCCC4)nn23)c1 | 6% | -24% | 12% | 1% | 0% | -11% | 12% | 3%
COc1ccc(-c2cc(C(F)(F)F)c3c(N)c(C(=O)NCCSC)sc3n2)cc1 | -15% | -6% | 0% | -1% | 21% | 7% | -4% | 16%
CC1Cc2cc(/C(O)=C3/C(=O)C(=O)N(Cc4ccncc4)C3c3ccc(N(C)C)cc3)ccc2O1 (centres undefined) | ? | i | 14% | 1% | 5% | 6% | 6% | -1%
COc1ccccc1/C=C\C=N\n1c(-c2ccc(Cl)cc2)n[nH]c1=S | . | i | 1% | 3% | 35%[activator] | -3% | -20% | -4%
Cc1ccc(C(=O)NCCn2c(N)c(C#N)c3nc4ccccc4nc32)cc1 | . | i | -16% | 1% | 17% | -11% | 14% | 10%
Nc1nn(S(=O)(=O)c2ccccc2)cc1-c1cccc([N+](=O)[O-])c1 | 10% | -18% | ? | ? | -16% | 6% | ? | 17%
Cn1nnc2cc(C(=O)NC3CC3)ccc21 | -12% | -11%[57.5 µM] | -1% | -1% | 3% | 5% | 17% | 7%
Cc1ccccc1Oc1ccc(Oc2ccccc2C)nn1 | -14% | -6%[57.5 µM] | -1% | 1% | -3% | 10% | 8% | 13%
COc1ccc(CNC(=O)COc2cccnc2[N+](=O)[O-])cc1OC | -22% | i | -17% | 1% | 11% | 3% | 4% | 11%
Nc1c([N+](=O)[O-])c(=O)oc2ccccc12 | 11% | i | -3% | -3% | -2% | -6% | -11%[0.397 µM] | 2%
O=C(/C=C/c1ccc(Cl)cc1Cl)c1nc2ccccc2[nH]1 | 19% | -2% | -3% | 25% | -4% | 7% | 11µM* | 1%
O=C(O)c1ccc(Cl)c(S(=O)(=O)Nc2cccc(C(=O)Nc3cccc(C(F)(F)F)c3)c2)c1 | 9% | i | -23% | -3% | -7% | 0% | 5% | 5%
CC/C(O)=C(\C#N)c1nnc2n1CCCCC2 | 16% | -14%[57.5 µM] | 6% | -1% | 3% | 7% | -11% | 0%
COc1cccc(-n2c(SCC(=O)OC(C)C)nnc2-c2cccnc2)c1 | -7% | -1%[57.5 µM] | 4% | 3% | 0% | 0% | 0% | 1%
CC(COC(=O)c1ccccc1)(COC(=O)c1ccccc1)/[N+]([O-])=C/c1ccccc1 | . | -10% | 1% | 0% | 2% | -9% | -17% | 12%
O=C(O)c1nccnc1C(=O)Nc1ccccc1N1CCOCC1 | 5% | -20% | 15% | 0% | 2% | 6% | 3% | 7%
CN(C)CCCOc1ccc(-c2cc3nc(NCc4cccnc4)n(C)c(=O)c3s2)cn1 | -11% | i | 3% | 1% | 2% | 3% | 22% | 3%
C#CCOCCOCCOCCNc1nc(N2CCN(C(=O)[C@H](CCCN=C(N)N)n3cc(C(N)[C@@H](C)CC)nn3)CC2)nc(N2CCN(C(=O)[C@H](CCC(=O)O)n3cc([C@@H](N)CCCCN)nn3)CC2)n1 (some centres undefined) | -18% | -23% | 14% | 0% | 1% | 12% | 19% | 10%
CC1CCN(S(=O)(=O)c2ccc(NC(=O)c3ccccc3F)cc2)CC1 | 25% | -38% | -30% | 7% | -8% | 11% | ? | 23%
CN(C)S(=O)(=O)c1ccc(N2CCCC2)c(C(=O)NNC(=O)COc2ccccc2Cl)c1 | 17% | -23% | -3% | 2% | 7% | 6% | 11% | -5%
CNC(=O)Cn1ncc2c(C)n(Cc3ccc(C)cc3)c(C)c2c1=O | 4% | i | -4% | 5% | 11% | -2% | 14% | -5%
O=C(Nc1cccnc1)c1cc(-c2ccc3c(c2)OCO3)on1 | 25% | -39%[inhibitor][57.5 µM] | 0% | -6% | -4% | 6% | 4% | 14%
Cc1ccc(C(=O)NNC(=O)c2ccc(C)cc2)cc1 | -6% | -15% | -18% | 0% | -8% | -10% | -12%[9.22 µM] | 10%
COc1ccc(C(=O)NC(=S)NCc2ccco2)cc1OC | -3% | -21%[57.5 µM] | 11% | 2% | 0% | 0% | 27% | 0%
CCN(CC(=O)Nc1ccc(Br)cc1)C(=O)Cc1cccc(F)c1 | -1% | -22% | -2% | 13% | -20% | 5% | 8% | 10%
CCc1ccccc1NC(=O)C(=O)NCCc1sc(-c2cccc(C)c2)nc1C | -10% | -24% | . | 2% | . | . | 14% | .
CC(=O)NCc1cc(-c2nn(C)c(=O)c3ccccc23)ccc1C | 18% | -15% | 9% | 6% | -2% | 1% | -1% | -3%
Cc1ccc(-c2nnn(CC(=O)N(c3ccccc3)C(C(=O)NC3CCCC3)c3ccco3)n2)o1 (centres undefined) | -14% | i | 2% | -6% | 10% | -5% | -14% | -10%
Cc1ccc(OCC(=O)Nc2ccc(S(=O)(=O)Nc3cc(C)nc(C)n3)cc2)c(C)c1 | 5% | -15% | -1% | -9% | 0% | -4% | -9% | 8%
O=C1COc2ccc(OCc3ccc(F)cc3)cc21 | 23% | -19% | 3% | -4% | 12% | 8% | -3% | -2%
N=C1SC(CC(=O)Nc2ccccc2[N+](=O)[O-])C(=O)N1c1ccccc1 (centres undefined) | -1% | -15% | -4% | 3% | 5% | -4% | 5% | -1%
Brc1ccc(OCc2nnnn2-c2ccccc2)cc1 | 16% | -82%[inhibitor] | -7% | -9% | -16% | 9% | 22µM* | 3%
CCOc1ccc(C(=O)NCC(=O)OCC(=O)N2CCC(C)CC2)cc1 | 17% | -1%[57.5 µM] | -2% | 1% | 5% | 2% | 3% | 8%
Cc1ccc(NC(=O)c2ccc(Cl)nc2)cc1 | -26% | i | 11% | 6% | 5% | -4% | 2% | 2%
COc1cccc(CN(C)C(=O)CCNC(=O)c2ccco2)c1 | -18% | i | 7% | -6% | 0% | 10% | 13% | 9%
CC1CCCCN1C(=O)COC(=O)c1ccc(N2CCCC2=O)cc1 (centres undefined) | -24% | i | 10% | -4% | 3% | -10% | 2% | 8%
CC(=O)c1ccc(NC(=S)N2CCN(C(=S)Nc3ccc(C(C)=O)cc3)C(C)C2)cc1 (centres undefined) | 12% | -23% | 19% | 0% | -14% | -2% | 1% | 8%
C=CCNC(=O)CN(c1ccc(OC)cc1OC)S(C)(=O)=O | 1% | i | -28% | -9% | -9% | 10% | 6% | -1%
COC(=O)C[C@H]1C[C@H]2c3cc(NS(=O)(=O)c4ccc(OC)cc4)ccc3O[C@H]2[C@H](CO)O1 | -10% | 2% | -25% | 3% | -4% | -9% | 0% | 10%
COc1ccc(CNC(=O)OCc2nccnc2C(=O)Nc2ccc(Br)cn2)cc1 | -14% | i | 14% | 1% | -1% | 15% | 16% | -7%
CCOc1ccccc1NC(=O)N1CCC(c2nc3ccc(C)cc3[nH]2)CC1 | 1% | i | 3% | -1% | -2% | 4% | -28% | -6%
Cc1cc(N2CCN(c3ccccc3)CC2)n2ncnc2n1 | 5% | -21% | 6% | 6% | 3% | 8% | ? | 11%
O=C(Nc1cccnc1)c1ccc(F)cc1 | -8% | -2%[57.5 µM] | -19% | 1% | -4% | 16% | 6% | 8%
COc1ccc(NC(=O)N2CCCc3ccccc32)c(OC)c1 | -4% | 14% | -1% | 8% | 6% | 14% | 6% | 0%
CC(OC(=O)Cc1c(F)cccc1Cl)C(=O)NC1CCCCC1C (centres undefined) | -18% | -18% | 8% | -1% | 13% | -2% | -12% | 5%
Cc1ccc(-n2nnnc2Sc2nc([N+](=O)[O-])nn2C)cc1 | 2% | i | -8% | 7% | 4% | 5% | ? | 0%
CC(=O)NC(C)c1nc2ccccc2n1CC(=O)N1C(C)CCCC1C (centres undefined) | 20% | -44% | 8% | 0% | 2% | 7% | -24% | -3%

Retrieved one by one from above, 4 records:
SMILES | FUS suppressor | PTHR1 ag | EPAC1 antagonist | aSyn rescue | EPAC2 antag | EPAC1 ag | TDP-43 yeast inh | EPAC2 ag
CC(OC(=O)Cc1c(F)cccc1Cl)C(=O)NC1CCCCC1C (centres undefined) | -18% | -18% | 8% | -1% | 13% | -2% | -12% | 5%
Cc1ccc(-n2nnnc2Sc2nc([N+](=O)[O-])nn2C)cc1 | 2% | i | -8% | 7% | 4% | 5% | ? | 0%
O=C1COc2ccc(OCc3ccc(F)cc3)cc21 | 23% | -19% | 3% | -4% | 12% | 8% | -3% | -2%
C=CCNC(=O)CN(c1ccc(OC)cc1OC)S(C)(=O)=O | 1% | i | -28% | -9% | -9% | 10% | 6% | -1%
